tim10-1 inh: growth inhibitors of tim10-1 mutant yeast, primary screen, luminescence, uHTS. S. cerevisiae tim10-1 ts strain growth, BacTiter-Glo, 24 h. inhibition, % at 20 µM. actives 2.2% (n = 330,000). AID 463190, 2010;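 active = inhibition of at least 40%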;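 also: mutant grown at 25 °C; 0% = DMSO wells with yeast and 100% = wells holding no yeast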
UPR XBP1 act: activators of adaptive XBP1 UPR arm, primary screen, cell-based, CHO-XBP1 luciferase reporter, luminescence, uHTS; IRE1-XBP1 UPR activation; percent of tunicamycin response, DMSO as zero; AID 463104, 2010; actives 0.33% (n = 330,000); activation, % at 20 µM;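 active = versus positive control, 20 µM dose yields 30% or more activation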;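 also: 100% = tunicamycin at 10 µg/mL and 0% = DMSO only wells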
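Assay system: IRE1-XBP1 luciferase reporter CHO line. Input: 1000 cells/well. Buffer or medium: F12 with 10% serum. Doses: 20 µM, 1% DMSO. Times: overnight seeding at 37 °C, 6 h compound treatment at 37 °C. Technique: Steady-Glo luciferase glow luminescence, 10 min after reagent addition.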
TIM10 inh: growth inhibitors of isogenic TIM10 control yeast, primary screen, counter-screen for tim10-1 yeast inhibitor project, luminescence, uHTS; S. cerevisiae TIM10 strain growth, BacTiter-Glo luminescence, 24 h; inhibition, % at 10 µM; actives 1.4% (n = 330,000); AID 463195, 2010;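 active = inhibition of 40% or more at the single tested concentration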;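 also: wild-type TIM10 isogenic control strain grown at permissive 25 °C; 0% = DMSO yeast wells and 100% = minimal medium wells without yeast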
tim23-1 inh: growth inhibitors of tim23-1 mutant yeast, primary screen, luminescence, uHTS | actives 1.3% (n = 330,000) | S. cerevisiae tim23-1 growth, BacTiter-Glo luminescence, 24 h | AID 463212, 2010 | inhibition, % at 20 µM;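 active = growth inhibition of the mutant yeast at or above 50%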;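 also: temperature-sensitive mutant grown at 25 °C; plate controls were DMSO-treated mutant yeast for no effect and medium wells lacking yeast for full effect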
Mdm2 MdmX PPI: inhibitors of human Mdm2-MdmX association, primary screen, cell-based, luminescence, split luciferase, SaOS-2, uHTS | SaOS-2 split-luciferase Mdm2/MdmX complementation | inhibition, % at 8 µM | actives 3% (n = 330,000);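 active = inhibition of at least 50% at 8 µM in the primary screen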
Target sequence (O15151 whole entry, looked up): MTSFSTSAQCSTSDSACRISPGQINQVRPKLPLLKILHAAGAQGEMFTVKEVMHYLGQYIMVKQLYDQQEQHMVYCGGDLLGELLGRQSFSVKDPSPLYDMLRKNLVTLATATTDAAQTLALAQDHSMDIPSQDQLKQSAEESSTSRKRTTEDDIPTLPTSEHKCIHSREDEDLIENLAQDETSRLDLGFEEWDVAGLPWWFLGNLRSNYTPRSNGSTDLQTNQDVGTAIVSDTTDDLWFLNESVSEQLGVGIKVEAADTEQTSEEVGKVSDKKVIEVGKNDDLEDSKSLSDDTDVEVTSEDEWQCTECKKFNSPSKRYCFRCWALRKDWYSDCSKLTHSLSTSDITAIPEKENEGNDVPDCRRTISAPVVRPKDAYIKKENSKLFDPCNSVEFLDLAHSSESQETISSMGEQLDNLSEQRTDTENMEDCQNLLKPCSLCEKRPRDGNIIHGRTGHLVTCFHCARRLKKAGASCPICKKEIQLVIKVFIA
Target sequence (Q00987 whole entry, looked up): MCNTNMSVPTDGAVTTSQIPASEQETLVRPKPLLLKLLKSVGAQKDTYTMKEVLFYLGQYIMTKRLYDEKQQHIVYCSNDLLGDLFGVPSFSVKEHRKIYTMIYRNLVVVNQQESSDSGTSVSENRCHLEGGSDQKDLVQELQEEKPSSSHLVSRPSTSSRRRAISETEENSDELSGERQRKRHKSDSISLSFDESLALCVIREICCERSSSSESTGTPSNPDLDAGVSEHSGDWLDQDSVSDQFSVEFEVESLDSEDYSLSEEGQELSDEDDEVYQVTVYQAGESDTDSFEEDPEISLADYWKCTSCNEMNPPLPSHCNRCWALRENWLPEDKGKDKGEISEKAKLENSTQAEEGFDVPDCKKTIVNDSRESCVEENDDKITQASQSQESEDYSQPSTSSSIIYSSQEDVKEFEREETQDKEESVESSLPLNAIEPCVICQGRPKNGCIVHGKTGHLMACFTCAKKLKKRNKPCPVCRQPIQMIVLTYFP
UPR CHOP act: activators of apoptotic CHOP UPR arm, primary screen, cell-based, CHO-CHOP luciferase reporter, luminescence, uHTS; activation, % at 10 µM; actives 0.34% (n = 330,000); UPR activation; percent of tunicamycin response over DMSO baseline;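 active = at 10 µM dose, activation of 40% or more, normalized to positive control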;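 also: 100% = tunicamycin at 10 µg/mL and 0% = DMSO alone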
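Evaluation: % reporter activation, DMSO baseline versus tunicamycin full activation; System: CHO-CHOP luciferase reporter cell line; Input: 500 cells/well; Incubation: 6 h compound treatment, 37 °C; Measured by: Steady-Glo luciferase luminescence; Dosing: one dose, 10 µM in 0.5% DMSO; Buffer or medium: F12 medium, 10% FBS; Benchmarks: positive tunicamycin 10 µg/mL, negative DMSO alone.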
APJ ag: agonists of human apelin receptor APJ, primary screen, CHO-K1 cells, PathHunter beta-arrestin, luminescence; activation, % at 20 µM; 0% DMSO wells, 100% apelin; actives 0.11% (n = 330,000); P35414;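 active = activation more than six SD over the plate average, tested at 20 µM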;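 also: 0% = DMSO alone and 100% = apelin-13 at 10 nM; some results filed as inactive read as strong as hits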
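system = engineered CHO-K1 APJ arrestin reporter cells | input = 1000 cells per well | timing = overnight seeding, 90 min compound at 25 °C, 1 h detection | measured by = enzyme-fragment complementation luminescence | read-out = beta-arrestin recruitment to APJ as agonist activity, luminescent signal | control set = negative DMSO alone, positive Apelin-13 at 10 nM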
NR3A LBD binder: binders of NR3A ligand-binding domain, primary screen, biophysical, differential scanning fluorimetry, uHTS; NR3A LBD differential scanning fluorimetry, Tm shift; 0% = protein alone, 100% = glycine-bound protein; Tm shift relative to glycine control, % at 25 µM; Glutamate receptor ionotropic, NMDA 3A (GRIN3A) ligand-binding domain; actives 2.5% (n = 340,000);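 active = melting temperature shift of at least 10% of the positive control shift, at one fixed dose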
NLRP3 yeast inh: NALP3 inflammasome inhibitors in reconstituted yeast, primary screen, luminescence, uHTS; Yeast reconstituted NLRP3/ASC/caspase-1, beta-gal luminescence, 24 h; actives 0.39% (n = 330,000); inhibition, % at 10 µM;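 active = inhibition of 50% or more; inactive = inhibition below 50%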;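 also: plate controls were induced DMSO wells for no effect and uninduced yeast grown without galactose for full effect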
An asterisk follows results filed as active.

#	structure	TIM10 inh	NLRP3 yeast inh	tim23-1 inh	NR3A LBD binder	APJ ag	tim10-1 inh	Mdm2 MdmX PPI	UPR CHOP act	UPR XBP1 act
1	CC(NC(=O)c1cccs1)c1ccc(Br)cc1 (stereo not drawn)	7	-5	-3	-1	-4	4	3	-2.2	-4
2	COc1ccc(NC(=O)CN2CC(c3ccccc3)CC2=O)cc1OC (stereo not drawn)	5	16	7	1	-2	17	12	1.0	-1
3	COc1ccccc1N1CCN(c2ncnc3nc[nH]c23)CC1	-7	6	24	0	-3	17	27	-2.4	2
4	COc1cc([N+](=O)[O-])cc2sc(NC(=O)C3CC3)nc12	-6	11	-8	-1	-2	-1	4	0.9	1
5	O=C(CN1C(=O)CCOc2ccccc21)Nc1cccc(S(=O)(=O)N2CCOCC2)c1	7	19	-6	-1	-2	-8	16	2.5	-3
6	COC(=O)c1ccc2c(=O)n(Cc3ccc(C(=O)NC(C)C)cc3)c(=S)[nH]c2c1	13	-7	16	2	-5	14	11	2.3	1
7	[S-]C(=Nc1ccc(Cl)cc1)N[n+]1ccccc1	-8	-9	21	-2	-1	14	-31	0.0	0
8	N#Cc1c(-c2ccccc2)c(-c2ccccc2)n(Cc2ccco2)c1NC(=O)c1cccs1	29	-19	12	-4	-6	34	20	0.5	1
9	O=C(NNC(=O)c1cc(-c2ccccc2)nn1-c1ccccc1)c1ccccc1	1	-9	20	-5	-5	20	-13	-3.7	1
10	COc1ccc(-c2ccc(CCC(=O)O)n2NC(=O)c2ccc(C(C)(C)C)cc2)cc1	-8	-15	24	-1	1	29	-3	1.7	-2

Ordered by value in NLRP3 yeast inh (smallest number first): 7 of the compounds above
no.	compound	NLRP3 yeast inh	NR3A LBD binder	Mdm2 MdmX PPI
8	N#Cc1c(-c2ccccc2)c(-c2ccccc2)n(Cc2ccco2)c1NC(=O)c1cccs1	-19	-4	20
7	[S-]C(=Nc1ccc(Cl)cc1)N[n+]1ccccc1	-9	-2	-31
6	COC(=O)c1ccc2c(=O)n(Cc3ccc(C(=O)NC(C)C)cc3)c(=S)[nH]c2c1	-7	2	11
1	CC(NC(=O)c1cccs1)c1ccc(Br)cc1 (stereo not drawn)	-5	-1	3
4	COc1cc([N+](=O)[O-])cc2sc(NC(=O)C3CC3)nc12	11	-1	4
2	COc1ccc(NC(=O)CN2CC(c3ccccc3)CC2=O)cc1OC (stereo not drawn)	16	1	12
5	O=C(CN1C(=O)CCOc2ccccc21)Nc1cccc(S(=O)(=O)N2CCOCC2)c1	19	-1	16

(next part)
#	structure	TIM10 inh	NLRP3 yeast inh	tim23-1 inh	NR3A LBD binder	APJ ag	tim10-1 inh	Mdm2 MdmX PPI	UPR CHOP act	UPR XBP1 act
11	CC(C)C(=O)NC(=S)Nc1sc2c(c1C(N)=O)CCCC2	-11	14	-2	1	-4	13	-12	2.0	3
12	O=c1c(C=Nc2ccc(Cl)cc2)c[nH]n1-c1cccc(Cl)n1	12	-9	-15	1	-5	1	-15	1.6	-1
13	c1ccc(-c2ccc(C3=Nn4c(nnc4-c4cc(-c5ccccc5)n[nH]4)SC3)cc2)cc1	6	18	-20	3	-5	27	40	5.0	64*
14	CC[C@@H]1C=C(C(=O)O)[C@H](c2ccc(OC)c(OC)c2)N1S(=O)(=O)c1ccc(C)cc1	-3	7	10	-1	-1	17	-17	1.1	-3
15	FC(F)(F)c1ccc(-c2nnc(-c3ccccn3)c(-c3ccccn3)n2)nc1	2	7	8	1	-1	11	-22	-0.5	0
16	COC(=O)c1cc(=O)n(Cc2cccs2)c(=NCc2cccs2)s1	8	7	-4	0	7	13	24	2.1	-1
17	Cc1ccc(NC(=O)C2CCN(C(=O)c3cccs3)CC2)c(C)c1	-12	-4	12	-3	0	-9	-7	-0.5	0
18	O=C(Cc1cccs1)Nc1nnc(SCc2cccc3ccccc23)s1	-4	12	-2	5	0	11	13	0.1	-1
19	COc1cc(/C=C/c2cccc[n+]2C)ccc1OCC(=O)Nc1ccccc1C	-3	16	-16	-2	1	4	14	1.2	0
20	O=C(Nc1ccc(F)cc1)N(Cc1ccco1)Cc1cc2cc3c(cc2[nH]c1=O)OCO3	8	2	3	-2	0	3	14	-0.9	0
21	CCC(c1nnnn1C(C)(C)C)N(Cc1ccco1)Cc1cc2cccc(C)c2[nH]c1=O (stereo not drawn)	36	8	41	-4	-4	35	3	0.0	-3
22	O=C(NCCc1c[nH]c2ccccc12)c1ccc(Br)o1	9	13	19	10	-1	-30	-7	0.8	0
23	COP(=O)(c1ccc(N(C)C)cc1)C(O)c1ccccc1 (stereo not drawn)	-13	9	12	0	-1	20	-34	-2.1	2
24	Cc1cc(C)n(-c2ccc(OCC(=O)O)nn2)n1	-4	14	9	-2	-2	3	-15	-1.9	-1
25	COCC(=O)N1CCC(n2nccc2NC(=O)c2ccccc2OC)CC1	2	15	15	-1	-2	18	-12	0.9	0
26	Cc1ccc(C)c(N(CC(=O)NC2CCCC2)C(=O)c2cc3cc4cccc(C)c4nc3s2)c1	24	1	19	-1	1	20	22	3.3	5
27	CN(C)CCN1C(=O)NC(C)(c2ccc([N+](=O)[O-])cc2)C1=O (stereo not drawn)	5	-6	4	-1	-2	5	4	1.1	0
28	Fc1cccc(CN2CCCCCCC2)c1	-6	-2	-5	0	-2	15	13	0.4	2
29	CC1CN(S(=O)(=O)c2ccc(C(=O)Nc3ccc(S(=O)(=O)N4CCOCC4)cc3)cc2)CC(C)O1 (stereo not drawn)	14	10	8	-1	11	-3	18	1.6	-2
30	O=C1CCCN1c1ccc(S(=O)(=O)Nc2cccnc2)cc1	4	14	-1	-3	0	-7	9	0.3	-5
31	Fc1ccc(COc2ccc(/C=N/n3cnnc3)cc2)cc1	27	-10	20	-3	-5	26	7	1.2	-1
32	COc1ccc(S(=O)(=O)N2CCN(Cc3ccco3)CC2)cc1	8	22	4	1	-2	7	16	1.3	-2
33	COc1ccc(-n2cnc3cc(C(=O)N4CCOCC4)ccc32)cc1	13	-8	15	1	7	5	4	5.9	-3
34	Cc1cc(NC(=O)COc2ccccc2C)no1	7	10	0	0	-2	7	-20	3.2	2
35	Cc1cc(C(=O)CSc2nc(N)cc(N)n2)c(C)n1CC1CCCO1 (stereo not drawn)	-4	3	-2	-2	-4	-10	-12	0.3	-3
36	CC(OC(=O)CCN=C1NS(=O)(=O)c2ccccc21)C(=O)Nc1ccc(N(C)C)cc1 (stereo not drawn)	-2	12	-3	1	-1	-19	12	1.5	2
37	Cc1ccc(C)c(OCC(O)CN2CCc3ccccc3C2)c1C (stereo not drawn)	10	28	2	1	-2	12	-23	1.4	3
38	CC(=O)N1CCN(C(=O)CCNS(=O)(=O)c2ccccc2)CC1	4	12	7	-2	4	8	8	0.2	-3
39	CC(C1CC1)N(Cc1ccccc1)C(=O)NC(=O)c1ccccc1 (stereo not drawn)	24	-3	12	0	-5	16	1	-0.1	0
40	O=C(NCCCNC(=O)c1cc(Cl)ccc1Cl)c1ccco1	10	-11	0	1	-3	-9	9	-1.1	-1
41	O=C(CSc1nnc(NC(=O)c2cccc(Cl)c2)s1)NCC1CCCO1 (stereo not drawn)	9	2	12	3	-3	14	16	1.1	0
42	COc1ccccc1OCCCCCCN1CCOCC1	-10	18	-4	0	-3	-62	28	0.9	-1
43	Cc1cc(/C=C2/NC(=O)N(c3ccccc3)C2=O)c(C)n1C(C)C	14	10	5	-4	0	20	-57	1.0	1
44	CCN(CC)/C(Sc1ccccc1)=C(/C(Cl)=C(Cl)Cl)[N+](=O)[O-]	42*	-11	39	-3	-2	46*	10	2.3	10
45	Cc1ccc(/C=C/c2ccc(N(C)C)cc2)[n+](C)c1	6	27	8	0	-5	-9	74*	2.9	-4
46	CN1CCC(NC(=O)CCc2ccccc2)CC1	-4	17	4	-1	0	-13	1	0.2	-3
47	CC(C)N1CSC(=S)N(Cc2ccccc2)C1	7	1	14	1	-4	26	27	75*	1
48	O=C(NC1CCCCC1)[C@@H]1CSC2c3ccccc3C(=O)N21 (stereo partly drawn)	-6	22	7	0	11	14	-10	2.0	-5
49	S=C(Nc1ccc2nsnc2c1)NC1CCCCC1	54*	9	53*	-5	3	53*	12	6.4	2
50	Cc1cc(C(=O)NNC(=O)c2cccs2)nn1C(C)(C)C	-2	19	-2	-1	-7	2	-6	4.1	1

Part of the list above, with two lines to a compound:
The line under a structure holds: TIM10 inh	NLRP3 yeast inh	tim23-1 inh	NR3A LBD binder	APJ ag	tim10-1 inh	Mdm2 MdmX PPI	UPR CHOP act	UPR XBP1 act
45. Cc1ccc(/C=C/c2ccc(N(C)C)cc2)[n+](C)c1
    6	27	8	0	-5	-9	74*	2.9	-4
46. CN1CCC(NC(=O)CCc2ccccc2)CC1
    -4	17	4	-1	0	-13	1	0.2	-3
47. CC(C)N1CSC(=S)N(Cc2ccccc2)C1
    7	1	14	1	-4	26	27	75*	1
48. O=C(NC1CCCCC1)[C@@H]1CSC2c3ccccc3C(=O)N21 (stereo partly drawn)
    -6	22	7	0	11	14	-10	2.0	-5
49. S=C(Nc1ccc2nsnc2c1)NC1CCCCC1
    54*	9	53*	-5	3	53*	12	6.4	2

(continued)
#	structure	TIM10 inh	NLRP3 yeast inh	tim23-1 inh	NR3A LBD binder	APJ ag	tim10-1 inh	Mdm2 MdmX PPI	UPR CHOP act	UPR XBP1 act
51	COc1ccc(NC(=O)c2ccco2)cc1NC(=O)c1c(F)c(F)c(OC)c(F)c1F	-5	19	4	1	3	3	16	0.0	3
52	Cc1cccc(C(=O)NNC(=O)C23CC4CC(CC(C4)C2)C3)c1O	49*	28	28	0	-3	4	17	0.1	-3
53	O=C(N/N=C/c1ccco1)c1ccncc1	0	-5	-4	1	-3	6	2	0.5	0
54	COc1ccc(/C=C2\N=C(c3ccccc3)N(c3ccc(C(=O)O)cc3)C2=O)cc1OC	0	8	20	-1	-1	4	5	0.8	3

Source: PubChem BioAssay
